Source: PubChem BioAssay
CatS inh: inhibitors of human cathepsin S, biochemical, compound mixtures | recombinant cathepsin S, AMC dipeptide fluorescence, pooled mixtures | AID 501, 2006 | P25774 | inhibition, %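 (tested at 5 µM per compound within 10-compound mixtures)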 | 0.06% of 62,000 active; in the data active = inhibition above about 32%, passing the limit was not always enough; inconclusive = no clear call, values can overlap the other calls;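 also: 0% = enzyme without compound and 100% = blank without enzyme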
Target sequence (P25774 115-331 limits assumed): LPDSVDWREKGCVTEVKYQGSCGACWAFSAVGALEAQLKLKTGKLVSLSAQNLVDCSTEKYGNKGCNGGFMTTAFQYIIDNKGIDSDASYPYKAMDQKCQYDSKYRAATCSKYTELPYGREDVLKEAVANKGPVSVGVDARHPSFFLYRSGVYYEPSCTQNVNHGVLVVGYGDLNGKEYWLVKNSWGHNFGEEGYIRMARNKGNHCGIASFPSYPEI
FXIa inh mix: FXIa protease inhibitors in compound pools, primary screen, biochemical, 10-compound mixtures. purified FXIa, fluorogenic substrate, pooled mixtures. inhibition, % at 5 µM. 0.19% of 62,000 active. AID 680, 2007;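 also: each value is inhibition by a whole ten-compound pool holding the compound; 0% = enzyme with no mixture and 100% = wells lacking enzyme; strong numbers were not always called active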
C1s inh: complement C1s protease inhibitors, primary screen, biochemical, 10-compound mixtures. Complement C1s subcomponent (Homo sapiens), P09871. purified C1s, fluorogenic AMC substrate, pooled mixtures. mean inhibition % of two 10-compound mixtures (hits give high values), % at 5 µM (by protocol). 0.16% of 62,000 active;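 active = inhibition above 20% in each of the two 10-compound mixture wells holding the compound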;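 also: 0% = enzyme wells lacking compound mixture and 100% = no-enzyme blank wells; some compounds called inactive have numbers as strong as hits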
CatB inh: human cathepsin B inhibitors, primary screen, biochemical, fluorogenic substrate | P07858 | purified cathepsin B, fluorescence | inhibition, %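 (tested at 10 µM)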 | 0.1% of 63,000 active | AID 453, 2006; in the data active = inhibition above about 21%;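 also: 0% = enzyme with no compound and 100% = no enzyme blank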
Cathepsin G inh: human cathepsin G inhibitors, primary screen, biochemical, pooled compound mixtures, AMC fluorescence; P08311; purified enzyme, AMC-tetrapeptide fluorescence; inhibition, % at 5 µM (by protocol); 0.2% of 62,000 active; AID 581, 2007;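 active = inhibition above 20% in each of the two mixture wells holding the compound; inactive = inhibition of 20% or less in either well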;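 also: 0% = enzyme control without mixture and 100% = blank lacking enzyme; strong numbers were not always called active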
CatL inh: inhibitors of human cathepsin L, biochemical. purified cathepsin L, fluorogenic substrate, fluorescence. Procathepsin L (Homo sapiens), P07711. 0.17% of 58,000 active. inhibition, %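 (tested at 10 µM)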; in the data active = inhibition above about 45%;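 also: 0% = enzyme with no compound and 100% = no enzyme blank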
Target sequence (P07711 114-288 limits assumed): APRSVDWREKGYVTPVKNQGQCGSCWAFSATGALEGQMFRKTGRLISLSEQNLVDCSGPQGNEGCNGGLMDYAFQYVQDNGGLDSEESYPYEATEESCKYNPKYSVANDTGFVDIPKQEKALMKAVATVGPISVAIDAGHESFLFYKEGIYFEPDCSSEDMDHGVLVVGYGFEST
Target sequence (P07711 292-333 limits assumed): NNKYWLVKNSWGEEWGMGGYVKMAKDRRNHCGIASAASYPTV
CatB mix inh: cathepsin B inhibitors from pooled compounds, primary screen, biochemical, compound mixtures, AMC fluorescence. P07858. Purified cathepsin B, AMC dipeptide fluorescence. inhibition, %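 (ten-compound pools at 5 µM per compound and 50 µM total)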. 0.06% of 62,000 active. AID 488, 2006; in the data active = inhibition above about 22%, passing the limit was not always enough; inconclusive = no clear call, values can overlap the other calls;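 also: 0% = enzyme without compound and 100% = no enzyme blank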
Abs 340nm: compound light absorbance at 340 nm, profiling panel, artefact control, biochemical, MLSMR library, data from PS, PMK, MK assays; compound absorbance at 340 nm, fold over control; fold change at 10 µM; 65,000 tested, under 10 active; AID 708, 2007;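 active = at 10 µM dose, initial 340 nm absorbance at least 2 fold that of control wells; inactive = change under 2 fold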;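 also: initial absorbance extrapolated from kinetic A340 decline of NADH oxidation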
FXIIa mix inh: human factor XIIa inhibitors, primary screen, biochemical, pooled compound mixtures, fluorogenic substrate | Coagulation factor XII (Homo sapiens), P00748 | purified FXIIa | inhibition, % at 5 µM | 0.2% of 62,000 active | AID 684, 2007;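 also: 0% = enzyme without compound and 100% = no enzyme blank; some results filed as inactive read as strong as hits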
Target sequence (P00748 20-372 limits assumed): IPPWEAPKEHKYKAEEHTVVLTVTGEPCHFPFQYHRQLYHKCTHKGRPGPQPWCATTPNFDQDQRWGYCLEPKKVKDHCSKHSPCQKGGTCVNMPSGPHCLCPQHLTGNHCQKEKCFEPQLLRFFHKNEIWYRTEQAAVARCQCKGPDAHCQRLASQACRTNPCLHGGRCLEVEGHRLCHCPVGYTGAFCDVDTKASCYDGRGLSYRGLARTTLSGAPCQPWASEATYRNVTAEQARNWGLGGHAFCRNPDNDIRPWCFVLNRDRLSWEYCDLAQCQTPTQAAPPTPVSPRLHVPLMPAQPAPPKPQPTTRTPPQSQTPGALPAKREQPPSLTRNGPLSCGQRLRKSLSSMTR
Target sequence (P00748 373-615 limits assumed): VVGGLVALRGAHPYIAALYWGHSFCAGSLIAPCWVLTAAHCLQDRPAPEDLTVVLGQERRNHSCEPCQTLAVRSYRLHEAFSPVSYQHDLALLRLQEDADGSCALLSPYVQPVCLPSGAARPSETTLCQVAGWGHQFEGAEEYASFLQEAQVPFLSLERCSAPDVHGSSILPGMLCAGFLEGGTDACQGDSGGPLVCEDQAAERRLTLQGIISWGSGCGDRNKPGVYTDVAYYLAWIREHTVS
An asterisk follows results filed as active; i = inactive; ? = inconclusive; . = no result given. Rule as the data show it, unless noted: active = inhibition above about 20% (passing the limit was not always enough); inactive = the rest. A portion of the library. The share of hits here may be higher or lower than overall.

No.	Structure	CatS inh	FXIa inh mix	C1s inh	CatB inh	Cathepsin G inh
1	Cc1nc(N2CCN(C(=O)CCC(=O)O)CC2)c2c(C)c(C)sc2n1	-5	-3	-42	3	1
2	COc1cccc(-c2nc(CS(=O)CC(=O)NCc3ccccc3Cl)c(C)o2)c1 (stereo not given)	2	9	4	5	7
3	CC(C)Cn1cc(C(=O)NCC2CCCO2)c2c3ccccc3n(C)c2c1=O (stereo not given)	2	6	-3	-4	-1
4	O=[N+]([O-])c1cccc2cn[nH]c12	1	3	-29	9	4
5	NS(=O)(=O)c1ccc(CCNC2CC(=O)N(CCc3ccccc3)C2=O)cc1 (stereo not given)	9	4	-21	6	-2
6	COc1ccc(C(=O)CSc2nnc(-c3ccoc3C)n2CC2CCCO2)cc1 (stereo not given)	-2	11	-4	-2	0
7	CCc1nnc(NC(=O)C2CCC2)s1	-3	1	5	-1	9
8	CCOC(=O)N1CCN(C(=O)Cn2ncc3ccccc32)CC1	19	-2	-21	3	8
9	Cn1c(SCC(=O)OC2CCCCC2)nnc1-c1ccc(S(=O)(=O)N2CCCC2)cc1	-2	-4	-88	2	-10
10	COC(=O)c1ccc(CSc2nc(-c3ccc(OC)cc3)nc3c2c(=O)n(C)c(=O)n3C)o1	-7	7	21	5	15

No.	CatL inh	CatB mix inh	Abs 340nm	FXIIa mix inh
1	8	-3	0.99	-16
2	13	3	1.1	5
3	-8	14	1	1
4	4	-2	1	-2
5	.	6	1	4
6	9	-3	1.1	8
7	10	3	1	-9
8	4	4	1.1	12
9	.	-3	1	9
10	-4	6	1	4

Other structures.
No.	Structure	CatS inh	FXIa inh mix	C1s inh	CatB inh	Cathepsin G inh
11	OC1C=CSc2nc3ccccc3n21 (stereo not given)	5	3	-19	-3	-1
12	COc1cc(-c2c(C#N)c(N)nc3c2c(C)nn3-c2ccc(C)c(C)c2)cc(OC)c1OC	3	2	-5	1	7
13	Cc1ccc2c(c1)nc(NCCO)n2C	-12	6	-3	-6	-3
14	CCCCN1C(=O)c2ccc(C(=O)Nc3cccnc3)cc2C1=O	-1	4	-9	-7	-1
15	COc1ccc(S(=O)(=O)N(C)C2CCN(C)CC2)cc1	-10	0	5	0	8
16	Cc1ccc(S(=O)(=O)N(C)CCCC(=O)N2CCOCC2)cc1	-6	5	14	1	10
17	CCOC(=O)c1sc2nc(CC(=O)OC)nc(NCC(=O)OC)c2c1C	1	8	0	-1	4
18	Cn1c(=O)c2c(nc(SCCN3CCOCC3)n2Cc2ccccc2Cl)n(C)c1=O	8	-10	-17	1	10
19	COc1cc(C2C(C(=O)c3ccc(C)o3)=C(O)C(=O)N2CCc2ccccc2)ccc1O (stereo not given)	7	-5	-12	5	10
20	O=C(CCN1C(=O)C2C3C=CC(C3)C2C1=O)NCCN1CCCc2ccccc21 (stereo not given)	-2	9	-10	0	1

No.	CatL inh	CatB mix inh	Abs 340nm	FXIIa mix inh
11	i	5	0.98	9
12	1	1	1.1	7
13	5	2	1	0
14	1	5	1.1	3
15	-1	-5	0.99	2
16	5	2	1	5
17	-15	-1	1.1	9
18	.	0	1	-17
19	7	2	1.1	20
20	-2	0	1	1

Full records from above. Screens in order: CatS inh	FXIa inh mix	C1s inh	CatB inh	Cathepsin G inh	CatL inh	CatB mix inh	Abs 340nm	FXIIa mix inh
Record of O=[N+]([O-])c1cccc2cn[nH]c12 → 1	3	-29	9	4	4	-2	1	-2
Record of NS(=O)(=O)c1ccc(CCNC2CC(=O)N(CCc3ccccc3)C2=O)cc1 (stereo not given) → 9	4	-21	6	-2	.	6	1	4
Record of Cc1ccc2c(c1)nc(NCCO)n2C → -12	6	-3	-6	-3	5	2	1	0

A second format for some results above.
17	CCOC(=O)c1sc2nc(CC(=O)OC)nc(NCC(=O)OC)c2c1C
14	CCCCN1C(=O)c2ccc(C(=O)Nc3cccnc3)cc2C1=O
12	COc1cc(-c2c(C#N)c(N)nc3c2c(C)nn3-c2ccc(C)c(C)c2)cc(OC)c1OC

assay / entry | 17 | 14 | 12
CatS inh | 1 | -1 | 3
FXIa inh mix | 8 | 4 | 2
C1s inh | 0 | -9 | -5
CatB inh | -1 | -7 | 1
Cathepsin G inh | 4 | -1 | 7
CatL inh | -15 | 1 | 1
CatB mix inh | -1 | 5 | 1
Abs 340nm | 1.1 | 1.1 | 1.1
FXIIa mix inh | 9 | 3 | 7

Taken from above.
entry 11 in FXIa inh mix = 3
entry 20 in CatB mix inh = 0
entry 19 in CatS inh = 7
entry 15 in CatB inh = 0
entry 16 in Abs 340nm = 1

Further compounds.
No.	Structure	CatS inh	FXIa inh mix	C1s inh	CatB inh	Cathepsin G inh
21	Cc1ccc(S(=O)(=O)c2c(C)nn(C(C)(C)C)c2OC(=O)C(C)(C)C)cc1	-4	-3	0	3	8
22	Cc1cc(C)cc(OCC(O)CN2C(=O)NC(C)(C)C2=O)c1 (stereo not given)	0	-2	-3	0	6
23	CCCCN(CCCNC(=O)C1CCCN(S(=O)(=O)CC)C1)Cc1ccccc1 (stereo not given)	-2	0	16	4	11
24	CCCn1c(=O)c2ccccc2n2c(SCC(=O)c3cc(C)n(CC4CCCO4)c3C)nnc12 (stereo not given)	10	4	-17	1	8
25	COc1ccc(Nc2ncnc3c2cnn3Cc2ccccc2)cc1	2	7	0	0	0
26	c1ccc2c(c1)[nH]c1nc3nncn3nc12	13	-1	2	-2	2
27	O=C(Nc1ccc(N2CCOCC2)c(Cl)c1)c1cccnc1	-7	6	13	3	8
28	CCS(=O)(=O)Nc1ccc(C(=O)CC2(O)C(=O)Nc3ccc(Br)cc32)cc1 (stereo not given)	-24	11	17	4	10
29	COc1cccc(N2CCN(CC(=O)NCc3cccs3)CC2)c1	-4	5	-15	-3	-1
30	O=C(CSc1nc2c(sc3ccccc32)c(=O)n1Cc1ccco1)NCC1CCCO1 (stereo not given)	9	11	4	0	-2

No.	CatL inh	CatB mix inh	Abs 340nm	FXIIa mix inh
21	2	2	0.99	-2
22	.	4	1.1	6
23	4	6	1	5
24	14	3	1	-7
25	.	5	1.1	12
26	0	0	1.1	2
27	-18	2	1	1
28	-10	4	1.1	1
29	-4	-6	1	10
30	6	4	0.99	8

More entries follow:
No.	Structure	CatS inh	FXIa inh mix	C1s inh	CatB inh	Cathepsin G inh
31	O=C(NCCN1CCCCCC1)c1ccc(CS(=O)(=O)c2ccc(Br)cc2)o1	38	6	-18	1	-10
32	O=C(Nc1ccc(Oc2ccccc2)cc1)c1cnc2n(c1=O)CCS2	-2	7	9	0	9
33	O=C(C1CCN(S(=O)(=O)c2cccc3cccnc23)CC1)N1CCn2c1nc1ccccc12	-7	5	10	-2	8
34	Cc1cc(NC(=O)c2cnn3c(C(F)F)cc(C4CC4)nc23)no1	6	8	12	5	-11
35	CCCCOc1ccc(C2(C)CC(=O)NC2=O)cc1 (stereo not given)	-9	11	3	4	23
36	CCOc1ccccc1C1C(C#N)=C(SCC(=O)OC)NC(=O)C1C(=O)OC (stereo not given)	5	5	2	-1	10
37	O=C(Nc1c(C(=O)Nc2ccc3c(c2)OCCO3)cnn1-c1ccccc1Cl)c1ccco1	-34	-12	-70	0	-9
38	C=CCn1c(=N)n(CC(O)COc2ccc(OC)cc2)c2ccccc21 (stereo not given)	14	3	-2	2	9
39	COc1cccc(Nc2ncnc3c2cnn3-c2cccc(C)c2)c1	2	8	3	-1	2
40	Cc1ccccc1NC(=O)CCN1CCN(Cc2ccccc2)CC1	1	6	-8	-2	0

No.	CatL inh	CatB mix inh	Abs 340nm	FXIIa mix inh
31	6	7	1	7
32	-12	5	1.1	-18
33	-11	2	1.1	-3
34	16	6	1	0
35	-12	-1	1	-15
36	-3	3	1	7
37	-2	-15	1.1	13
38	1	4	1	12
39	-16	6	1.1	3
40	-4	2	1	6

More results follow:
No.	Structure	CatS inh	FXIa inh mix	C1s inh	CatB inh	Cathepsin G inh
41	CC(NS(=O)(=O)c1ccccc1)C(c1cccs1)N1CCN(C)CC1 (stereo not given)	1	1	17	5	14
42	CN1CCN(C(=O)C2CC(=O)N(c3ccc(F)c(Cl)c3)C2)CC1 (stereo not given)	-3	2	3	-2	9
43	CCn1c(C(=O)NCc2cccnc2)cc2sc(Cl)cc21	-1	-1	2	2	1
44	COc1cc2c(cc1OC)CN(C(=O)c1ccccc1C(=O)O)CC2	-1	1	2	1	9
45	COCC(C)OC(=O)C(C#N)c1nc2ccccc2nc1N1CCN(Cc2ccccc2)CC1 (stereo not given)	2	4	-9	-7	-3
46	CCOc1ccccc1NC(=O)c1ccccc1-c1nc(-c2ccccc2)no1	-2	3	5	-3	1
47	COC(=O)NCc1ccc(S(=O)(=O)N2CCOCC2)cc1	8	-2	-18	2	-6
48	COc1cccc(C(=O)Nc2ncc3c(n2)CC(C)(C)CC3=O)c1	10	4	17	1	10
49	CCOc1ccc(CC(=O)Nc2c(C(N)=O)oc3ccccc23)cc1OCC	4	3	1	0	-3
50	CCN1CCN(c2c(Cl)cccc2NC(=O)c2ccco2)CC1	3	-4	-10	0	6

No.	CatL inh	CatB mix inh	Abs 340nm	FXIIa mix inh
41	-3	6	1	2
42	-3	1	1	2
43	-2	2	1	17
44	2	-5	1	2
45	0	2	1	4
46	-1	5	1	8
47	0	-3	1	-15
48	23	3	1	7
49	6	-2	0.98	6
50	1	-7	0.99	0

(continued)
No.	Structure	CatS inh	FXIa inh mix	C1s inh	CatB inh	Cathepsin G inh
51	CCc1nc2c(cnn2-c2ccc(Cl)cc2)c(=O)n1-c1ccc2c(c1)OCCO2	-5	11	4	-1	22
52	COc1ccc(-c2nc(CSCC(=O)N3CCN(c4cccc(C)c4)C(C)C3)c(C)o2)cc1OC (stereo not given)	14	9	2	14	12
53	Cn1c(=O)c2cc(S(=O)(=O)N3CCOCC3)ccc2n(C)c1=O	13	-3	-7	-6	-1
54	O=c1c2[nH]c3ccc(F)cc3c2ncn1C1CCCCC1	1	5	11	-2	8
55	CC(C)N(CCCNC(=O)C1CCN(S(=O)(=O)N2CCOCC2)CC1)Cc1ccccc1	-1	-4	-13	2	9
56	O=C(CSc1nccn1-c1ccccc1)N1CCc2ccccc21	-4	-1	2	5	6
57	COCCN1C(=O)c2oc3c(C)cc(C)cc3c(=O)c2C1c1cccc(O)c1 (stereo not given)	15	1	13	2	15
58	OC(COc1ccccc1Cl)CN1CCN(CC(O)COc2ccccc2Cl)CC1 (stereo not given)	-2	0	-5	-2	0
59	COc1ccc(-c2nnc(SCC(=O)N3CCOCC3)o2)cc1	10	-6	-31	9	-17
60	CCOC(=O)CCc1c(C)c2ccc(OCc3nn[nH]n3)c(C)c2oc1=O	?	-3	-25	2	-14
61	CCOC(=O)N1CCC(N2CC34C=CC(O3)C(C(=O)Nc3ccc(F)cc3)C4C2=O)CC1 (stereo not given)	17	-3	-14	-2	3
62	O=C(COc1ccc(F)cc1)N(CC1=CCS(=O)(=O)C1)c1ccccc1	6	-3	5	-2	1

No.	CatL inh	CatB mix inh	Abs 340nm	FXIIa mix inh
51	11	12	0.98	-21
52	9	8	0.98	-28
53	8	5	1	5
54	-6	3	1	11
55	4	2	1	11
56	-1	2	1	6
57	13	3	1	1
58	19	-1	1	8
59	18	1	1	11
60	-21	0	1.1	11
61	-3	0	1	-4
62	7	-4	1	-1
